# HSF1 inh – HSF1 inhibitors in luciferase reporter cells, primary screen, cell-based, NIH3T3, luminescence; 0.77% of 300,000 active; NIH3T3-HGL HSE-luciferase, MG132-induced, luminescence 8 h; hits give low values; activity change, negative = inhibition, % at 7.5 µM (by protocol);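 active = more than half of replicate wells show activity change below -50%, luminescence cut by over half; inconclusive = some wells, but at most half, below -50%; inactive = no replicate well below -50%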;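 also: luciferase reports HSF-1 transcriptional activity via heat shock element; 0% = median of DMSO wells and -100% = zero luminescence signal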
# DYRK1A inh – rat Dyrk1A kinase inhibitors, primary screen, biochemical, single point, plate reader. ADP-Glo luminescence, NFATc1 peptide. inhibition, % at 12.5 µM. 0.43% of 310,000 active. AID 504441, 2011; in the data active = inhibition above about 50%;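 also: plate controls were vehicle with enzyme for no effect and no enzyme for full effect; many of its hits are not listed in these tables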
# GSK3B inh – human GSK3beta kinase inhibitors, primary screen, biochemical, cell-free homogeneous, HTS. Glycogen synthase kinase-3 beta (Homo sapiens), P49841. GST-GSK3beta kinase, ADP-Glo luminescence, 60 min; hits give low values. activity score (negative = inhibition), % at 10 µM. 0.038% of 300,000 active. AID 2097, 2009;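 active = more than half of replicate wells score below -50%, meaning over 50% inhibition versus plate controls; inconclusive = some replicates but at most half score below -50%; inactive = no replicate scores below -50%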;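 also: 0% = median DMSO wells and -100% = median GW8510 positive control wells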
# Target sequence (P49841 whole entry, looked up): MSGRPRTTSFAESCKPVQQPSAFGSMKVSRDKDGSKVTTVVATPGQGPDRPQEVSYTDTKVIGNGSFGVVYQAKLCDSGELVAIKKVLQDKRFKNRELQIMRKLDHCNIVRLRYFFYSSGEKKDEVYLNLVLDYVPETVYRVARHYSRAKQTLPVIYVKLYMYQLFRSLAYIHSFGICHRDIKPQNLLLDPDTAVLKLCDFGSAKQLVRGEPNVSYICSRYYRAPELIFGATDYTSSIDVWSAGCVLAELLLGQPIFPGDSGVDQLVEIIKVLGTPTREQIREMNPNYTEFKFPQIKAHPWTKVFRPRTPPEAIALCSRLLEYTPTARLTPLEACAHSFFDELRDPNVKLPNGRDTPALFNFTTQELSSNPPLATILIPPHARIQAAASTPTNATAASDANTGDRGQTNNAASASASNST
#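 Test system: GST-tagged human GSK3beta kinase, cell-free; evaluation: activity score scaled between in-plate DMSO and GW8510 controls; measured by: ADP-Glo luminescence; incubation: 60 min reaction, RT; benchmarks: DMSO and 20 µM GW8510; reagent: peptide substrate plus 25 µM ATP (final); medium: Tris/MgCl2 kinase buffer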
# GSK3 alpha inh – blockers of GSK3A enzyme activity – biochemical, luminescence, cell-free homogeneous, HTS, primary screen; Glycogen synthase kinase-3 alpha (Homo sapiens), P49840; GSK-3 alpha kinase, ADP-Glo luminescence, 60 min; inhibition, % at 10 µM; AID 2650, 2010; 0.1% of 320,000 active;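 in the data active = inhibition above about 50%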;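 also: GST-tagged GSK-3 alpha with peptide substrate and 25 µM ATP; 0% = DMSO neutral wells and 100% = GW8510 positive control wells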
# Target sequence (P49840 whole entry, looked up): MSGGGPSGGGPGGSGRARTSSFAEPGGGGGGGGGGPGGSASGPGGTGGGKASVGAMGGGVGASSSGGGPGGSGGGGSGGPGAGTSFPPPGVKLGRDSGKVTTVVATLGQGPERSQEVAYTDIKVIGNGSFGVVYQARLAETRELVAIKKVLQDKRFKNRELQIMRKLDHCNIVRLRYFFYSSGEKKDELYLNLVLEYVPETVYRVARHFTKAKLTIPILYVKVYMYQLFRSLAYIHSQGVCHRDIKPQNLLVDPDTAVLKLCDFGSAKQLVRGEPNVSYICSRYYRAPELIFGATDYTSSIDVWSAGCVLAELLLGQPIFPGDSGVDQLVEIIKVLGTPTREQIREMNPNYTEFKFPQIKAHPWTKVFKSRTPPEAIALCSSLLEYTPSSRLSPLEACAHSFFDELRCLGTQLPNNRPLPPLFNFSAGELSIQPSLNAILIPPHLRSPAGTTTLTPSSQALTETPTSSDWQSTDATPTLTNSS
# HSF-1 act – HSF-1 activators, primary screen, NIH3T3-HGL cells, MG132 stress, luminescence, single point; NIH3T3-HGL HSF-1 luciferase reporter, 8 h; 100% = twice DMSO control signal; activation, % at 9 µM; 1.7% of 300,000 active;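 active = mean replicate activation of at least 50% with a set share of replicates each reaching 50%; inconclusive = only one of those two conditions met; inactive = mean below 50% and too few replicates reaching it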;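 also: 0% = median of the neutral control wells and 100% = twice that signal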
# Platelet DG rel – inhibitors of platelet dense granule secretion, primary screen, cell-based, MLPCN, human platelets; human platelet-rich plasma, SFLLRN dense granule ATP release, luminescence; inhibition, %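 (compounds screened at 7.5 µM in platelet-rich plasma)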; 0.22% of 300,000 active;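 active = mean replicate score, as percent of positive control, at or above 50; inconclusive = mean below 50 but at least one replicate at or above 50; inactive = mean and every replicate below 50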
# aSyn 5UTR inh – MLPCN primary screen, SNCA 5' untranslated region. inhibition, % (tested at 7.5 µM). alpha-synuclein 5'UTR reporter, inhibitor activity. 0.82% of 300,000 active; in the data active = inhibition above about 60%; inconclusive = no clear call, values can overlap the other calls;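 also: H4 neuroglioblastoma cells stably carrying SNCA 5'UTR luciferase fusion; 0% = DMSO wells and 100% = positive control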
# IEC-6 cytotox – cytotoxicity in IEC-6 intestinal epithelial cells, primary screen, cytotoxicity control for KLF5 inhibitor project, cell-based, luminescence | inhibition, % at 5 µM | IEC-6 cytotoxicity, luminescence viability | 0.78% of 290,000 active; in the data active = inhibition above about 22%;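 also: 0% = plate median of test compound wells and 100% = cytotoxic reference compound wells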
# HSP90 inh – HSP90 inhibitors, primary screen, cell lysate, luminescence; 0.91% of 290,000 active; Rabbit reticulocyte lysate, luciferase refolding luminescence, 3 h; AID 1789, 2009; Heat shock protein HSP 90 (rabbit reticulocyte lysate; luciferase refolding); inhibition, % at 5.6 µM;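 active = inhibition above the screen-wide mean plus 3 SD, computed separately per campaign, cut at about 16% in these data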;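 also: 0% = DMSO wells and 100% = 60 µM geldanamycin wells; inhibitors lower the luminescence because luciferase stays unfolded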
# KLF5 inh – KLF5 expression inhibitors, primary screen, DLD-1 cells, luminescence; inhibition, % at 5 µM; DLD-1 KLF5 promoter-luciferase reporter; 0.23% of 290,000 active;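 active = inhibition above a per-plate limit of that plate's mean compound inhibition plus 3 SD, cut at about 60% in these data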;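 also: 0% = DMSO wells and 100% = LY294002 at 200 µM; higher means less KLF5 promoter-driven luciferase light; inactives centre near -14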
# * = called active by the depositor; ? = inconclusive; . = no result given; & = joins results of further samples.
SMILES,HSF1 inh,DYRK1A inh,GSK3B inh,GSK3 alpha inh,HSF-1 act,Platelet DG rel,aSyn 5UTR inh,IEC-6 cytotox,HSP90 inh,KLF5 inh
Cc1ccc(OCc2nc(-c3cccs3)no2)c([N+](=O)[O-])c1,54.6,-2.3,1.2,-1.3,103.9*,-4.8,-64.2,1.1,7.1,-145.8
CCc1ccc(Oc2nnnn2-c2ccc(C(N)=O)cc2)cc1,-0.7,1.5,2.3,-1.3,-5.1,11.7,-47.4,-0.1,-4.4,-27.6
CC(C)C[C@H](NC(=O)c1nc[nH]c1C(=O)NC(c1ccccc1)c1ccccc1)C(=O)OC(C)(C)C,0.9,-3.9,1.2,4.1,-6.5,-0.6,29.4,6.2,7.9,11.7
C=CCOc1ccc(C2NC(=O)c3ccccc3O2)cc1OCC (stereo not drawn),11.5,-3.3,-0.2,-6.4,29.0,4.0,12.9,-0.1,-1.4,-23.0
CCOC(=O)c1c(NC(=O)c2nn(CC)cc2Br)c(C#N)cn1-c1ccccc1,-3.8,-17.9,-0.8,-0.5,-3.5,-6.6,44.3,3.4,6.2,9.5
O=C(O)C1C2C=CC(O2)C1C(=O)Nc1ccc(S(=O)(=O)N2CCc3ccccc32)cc1 (stereo not drawn),-4.6,1.9,2.3,-0.2,1.1,2.7,-23.3,-0.3,-4.0,-28.4
Cc1ccc(/C=N/N2CCN(c3ccc(Cl)cc3)CC2)o1,.,-8.4,.,-1.6,.,.,.,1.0,-2.7,-16.5
Cc1ccc(CNC(=O)c2ccc(N3CCC4(CC3)CC(c3cccc(Br)c3)=NO4)c([N+](=O)[O-])c2)cc1,1.7,1.9,-3.1,-1.0,12.1,-2.9,20.4,.,.,.
O=C(c1cc(-c2ccco2)on1)N1CCN(C(c2ccccc2)c2ccccc2)CC1,-1.1,-1.6,0.5,-1.2,9.0,13.0,-33.9,-5.8,0.4,-19.2
Cc1cc(C(=O)COc2ccc3ccc(=O)oc3c2)c(C)n1Cc1cccs1,4.8,-8.1,2.2,6.1,23.1,15.9,-6.7,1.5,-1.8,3.5
CN(C)/C=C1\SC(=S)N(c2ccc(F)cc2)C1=O,5.3,.,2.0,-1.9,19.8,8.1,-26.1,-3.9,-4.9,-3.9
CCOC(=O)C1(Cc2ccc(OC)cc2)CCN(C(=O)CCN2CCCC2=O)CC1,-1.6,18.1,-2.7,-3.0,3.9,12.1,-18.9,1.9,-1.0,-2.7
NC(=O)CSc1nnc(Cc2ccc3c(c2)OCO3)o1,-10.5,3.9,1.5,-0.4,-6.3,-14.9,15.7,-4.2,2.5,0.1
Cc1ccc(/C=C/C(=O)NCCc2cccc(Cl)c2)o1,20.7,3.7,-6.7,.,42.6,14.2,-11.6,2.7,3.4,-41.1
CCN(CC)C(=O)Cn1cc(C(=O)C(=O)N2CCc3ccccc32)c2ccccc21,3.6,.,3.1,.,6.4,2.0,20.5,-7.5,1.4,12.5
CCCS(=O)(=O)c1nc(S(=O)(=O)c2ccc(C)cc2)c(N2CCN(CCO)CC2)s1,-3.5,-5.2,-5.4,-2.0,-6.9,-1.4,-97.8,1.0,3.0,-4.0
CC(=O)N1c2ccc(S(=O)(=O)N3CCC(C(=O)N4CCN(c5ccccc5F)CC4)CC3)cc2CC1C (stereo not drawn),-4.5,-3.0,0.4,3.7,10.8,-18.9,11.4,0.9,-1.8,-13.7
O=C(Cn1c2ccccc2c(=O)c2ccccc21)N/N=C/c1cc([N+](=O)[O-])ccc1N1CCCCCC1,-22.4,4.2,0.0,-2.2,-17.6,0.9,-21.3,-0.6,-0.2,-17.0
N#Cc1nnn2c1nc(N)c1c(F)cccc12,3.2,15.2,0.9,-4.4,-4.3,7.9,14.7,.,.,.
CCCc1nc2sc3ccccc3c(=O)c2c(=O)n1CCOC,-3.6,.,5.7,-2.1,0.7,11.1,3.8,0.2,-1.3,-22.2
NCCSC1CC(=O)N(Cc2ccc(F)cc2)C1=O (stereo not drawn),1.1,-2.2,1.1,-2.3,0.3,5.8,10.6,-4.1,-0.9,-26.1
Cc1ccc(C(=O)Nc2ccc(N3CCOCC3)c3nonc23)cc1[N+](=O)[O-],-4.5,1.9,-2.3,-0.2,-7.9,19.9,-20.1,-1.5,-1.9,-8.1
Nc1nc(Nc2ccccc2F)nc(NC2CCCCC2)c1[N+](=O)[O-],8.6,0.9,1.1,2.4,32.0,-8.4,30.2,-0.2,-1.9,-9.1
CC(OC(=O)CCc1nc2ccccc2c(=O)[nH]1)C(=O)NC1CCCC1 (stereo not drawn),-25.7,-1.7,8.7,-0.8,-35.8,-14.5,8.5,-4.3,3.7,-9.9
CCc1ccc(OCC(O)CN2CCN(c3ccccc3)CC2)cc1 (stereo not drawn),-3.4,-2.8&-0.7,2.7,-5.7,1.0,-27.4,2.6,6.7,1.9,20.3
O=C(CN(c1ccc(F)cc1)S(=O)(=O)c1ccc2c(c1)OCCO2)NCC1CCCO1 (stereo not drawn),1.9,4.5,1.5,-0.9,-12.5,10.9,12.8,-2.1,-2.8,-23.8
CC(=O)c1sc(-c2ccc(F)cc2)cc1NS(=O)(=O)c1ccccc1,-5.2,.,1.8,0.1,2.7,-15.4,-12.8,-1.6,-2.7,19.2
CC(=O)c1ccc(N2CCN(C(=O)C3CCN(S(=O)(=O)c4ccc5c(c4)CC(C)N5C(C)=O)CC3)CC2)cc1 (stereo not drawn),1.7,4.2,6.5,-1.9,11.4,27.3,17.1,-1.7,-3.7,-18.4
O=C(NC(=S)NCCN1CCOCC1)c1ccccc1Br,-3.8,-1.0,3.6,-2.3,11.8,8.0,11.3,-4.3,-3.1,0.2
O=C(Nc1ccc(Cl)c(S(=O)(=O)N2CCOCC2)c1)c1ccccc1-c1ccc(C(F)(F)F)cc1,9.0,-1.8,2.5,.,7.1,-7.0,48.8,-7.2,-2.3,-4.4
COc1ccc(CNC(=O)C2CC(c3ccccc3C(F)(F)F)=NO2)cc1 (stereo not drawn),-6.9,-3.1,1.2,-1.7,8.0,4.9,9.6,.,.,.
CC(C)n1c2ccccc2c2nnc(SCC(=O)OCN3C(=O)c4ccccc4C3=O)nc21,-2.2,2.5,1.5,0.5,-12.9,0.8,0.5,2.2,3.8,-26.9
CCc1cc2c(=O)c(-c3ccc(F)cc3)c(C(F)(F)F)oc2cc1OCC(=O)O,-8.7,.,4.6,-3.3,-3.9,-0.3,12.7,1.1,-1.1,-27.7
COc1ccccc1/C=N/OCc1ccc(C#N)cc1,7.6,-1.0,0.4,-1.4,31.4,7.3,-2.4,-7.2,0.3,-32.7
CCOc1ccc(-c2nnc(NC(=O)Cc3ccc(OC)cc3)o2)cc1,5.3,7.4,1.9,0.8,4.6,-0.3,-0.3,1.7,1.8,-12.0
Cc1ccc(CNC(=O)c2cc3cc(Br)ccc3oc2=N)cc1,-2.1,-7.7,2.0,-3.3,-4.1,-3.5,-2.6,1.4,-3.1,-13.5
COc1ccc(CNC(=O)C2CCN(c3nccs3)CC2)cc1,1.5,-4.7,.,0.0,21.1,-3.9,6.1,-0.1,2.7,7.2
CC(C)CSc1n[nH]c(=S)s1,.,.,1.1,-9.4,.,-1.2,5.3,-5.8,-3.9,-15.2
CN1CCN(/N=C/c2cccc(Cl)c2Cl)CC1,8.3,-4.3,0.9,24.4,1.9,-5.2,-72.4,3.1,-0.6,-6.8
CC1CCCN(CCCNC(=O)c2nn(C)c3c2CS(=O)(=O)c2ccccc2-3)C1 (stereo not drawn),-2.1,4.4,0.3,-1.0,-14.0,-0.2,-0.1,12.7,0.6,10.9

# Complete entries, looked up by structure. Values in the order: HSF1 inh, DYRK1A inh, GSK3B inh, GSK3 alpha inh, HSF-1 act, Platelet DG rel, aSyn 5UTR inh, IEC-6 cytotox, HSP90 inh, KLF5 inh
# CC(C)n1c2ccccc2c2nnc(SCC(=O)OCN3C(=O)c4ccccc4C3=O)nc21 as listed: -2.2, 2.5, 1.5, 0.5, -12.9, 0.8, 0.5, 2.2, 3.8, -26.9
# CC(C)CSc1n[nH]c(=S)s1 as listed: ., ., 1.1, -9.4, ., -1.2, 5.3, -5.8, -3.9, -15.2

# Other structures.
SMILES,HSF1 inh,DYRK1A inh,GSK3B inh,GSK3 alpha inh,HSF-1 act,Platelet DG rel,aSyn 5UTR inh,IEC-6 cytotox,HSP90 inh,KLF5 inh
CCN(CC)C(=O)Oc1ccc2c(=O)c(-c3ccc(OC)cc3)c(C)oc2c1,-2.2,0.5,1.3,0.1,-2.2,1.5,17.4,-4.2,1.4,-39.4
CC(C)Oc1ccc(S(=O)(=O)N2CCOCC2)cc1NC(=O)CC1OC(=O)c2ccccc21 (stereo not drawn),3.1,.,.,-0.3,-2.2,-15.9,-26.5,.,.,.
Cc1ccc(OCCn2ncc3ccccc3c2=O)c(C)c1,-5.3,-2.5,0.1,-4.1,10.4,10.3,-22.6,-3.7,-3.9,-41.2
O=C(CC1CCCCC1)NCc1nc(-c2ccccc2)no1,4.0,-2.2,1.6,0.9,5.0,-2.4,-23.7,1.0,-7.3,1.5
O=C(c1ccco1)N1CCN(c2ccc(Cl)cc2)CC1,24.4,-1.1,-1.0,-3.3,70.5*,-2.1,-130.4,-5.7,-4.2,-77.6
Cc1ccccc1C(=O)NNC(=S)NC(=O)c1cccnc1,2.8,-2.5,3.7,-1.8,17.6,6.8,-8.0,4.8,0.7,11.7
CCCS(=O)(=O)Nc1c(C(=O)O)[nH]c2ccc(OC)cc12,-0.2,22.1,-11.9,24.5,-4.2,13.8,-1.6,-2.4,-2.2,-7.0
COc1ccc(N(CC(=O)NCc2cccs2)S(=O)(=O)c2c(C)n[nH]c2C)cc1,5.7,-0.5,2.0,-6.1,12.8,-9.5,-3.4,-9.2,0.2,5.7
Cn1ccnc1C(=O)C1CCCN(Cc2cn[nH]c2-c2ccc(-c3ccccc3)cc2)C1 (stereo not drawn),-1.1,.,0.6,-2.1,9.8,19.7,-39.3,6.1,1.8,-11.5
O=C(CNCC1CCCO1)NCc1ccco1 (stereo not drawn),-6.9,4.6,1.4,-0.6,10.1,-3.7,-6.0,-3.3,-0.4,-3.7
Cc1[nH]c(C)c(S(=O)(=O)N2CCCCC2C)c1C(=O)N1CCCC1 (stereo not drawn),-12.3,-2.8,6.5,3.2,-31.1,6.7,-1.0,-1.8,2.4,-9.6
Cc1nc(Nc2ccc3c(c2)OCCO3)c2nnn(Cc3ccccc3Cl)c2n1,?,7.2,0.9,-1.5,-54.8,-2.9,10.2,22.2*,2.3,-34.8
COc1ccccc1N(CC(=O)NCCSCc1ccco1)S(=O)(=O)c1ccccc1,14.2,2.5,-3.1,-1.9,-1.3,-4.0,12.6,2.9,1.1,1.4

# This is a subset; rates above refer to the full screens.
